Wnt bcat act: activators of Wnt/beta-catenin signaling. Wnt/beta-catenin reporter cell assay, activator, plate reader. activation, % at 9.35 µM. 1.2% of 300,000 active; in the data active = activation above about 30%, passing the limit was not always enough; inconclusive = no clear call, values can overlap the other calls;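 also: 0% = neutral control wells and 100% = positive control wells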
RTF Ca sens inh: cardiac RTF calcium desensitization; P19429+P45379; IANBD-labeled cardiac RTF, Ca2+ fluorescence; inhibition, % at 7.15 µM; 0.12% of 340,000 active; AID 493244;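 active = inhibition above the mean inhibition of all tested compounds plus 3 SD, cut at about 17% in these data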;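 also: assay run at fixed EC70 calcium of 1.6 mM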
OPRM1-OPRD1 ag: agonists of human mu-delta opioid receptor heterodimerization; P35372+P41143; cells, OPRM1-OPRD1 heterodimerization, luminescence; activation, % at 9.3 µM; 0.3% of 340,000 active; in the data active = activation above about 18%;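 also: 0% = vehicle-treated cells and 100% = reference agonist; values of inactives mirror those of a sister screen read the other way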
Target sequence (P35372 whole entry, looked up): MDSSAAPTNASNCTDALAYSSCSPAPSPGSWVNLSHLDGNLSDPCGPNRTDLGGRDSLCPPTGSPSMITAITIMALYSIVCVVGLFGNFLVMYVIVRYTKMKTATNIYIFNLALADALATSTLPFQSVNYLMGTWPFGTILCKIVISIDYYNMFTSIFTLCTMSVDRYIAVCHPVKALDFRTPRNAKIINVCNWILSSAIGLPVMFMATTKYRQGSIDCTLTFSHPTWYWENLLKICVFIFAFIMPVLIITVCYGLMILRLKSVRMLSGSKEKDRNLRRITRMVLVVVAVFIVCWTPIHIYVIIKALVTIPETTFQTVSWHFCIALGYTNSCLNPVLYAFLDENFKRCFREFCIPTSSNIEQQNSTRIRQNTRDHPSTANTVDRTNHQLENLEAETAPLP
Target sequence (P41143 whole entry, looked up): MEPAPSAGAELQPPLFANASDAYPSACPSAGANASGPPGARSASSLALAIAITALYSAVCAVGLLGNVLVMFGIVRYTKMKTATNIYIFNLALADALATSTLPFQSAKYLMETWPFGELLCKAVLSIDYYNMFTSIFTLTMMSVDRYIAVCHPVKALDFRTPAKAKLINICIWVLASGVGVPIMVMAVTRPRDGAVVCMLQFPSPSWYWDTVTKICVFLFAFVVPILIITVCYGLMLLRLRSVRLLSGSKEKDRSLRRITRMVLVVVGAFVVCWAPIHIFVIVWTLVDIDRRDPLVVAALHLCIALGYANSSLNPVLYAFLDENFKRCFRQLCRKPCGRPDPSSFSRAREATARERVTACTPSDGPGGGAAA
Pemphigus Ab inh: inhibitors of pemphigus antibody binding to human desmoglein-3; P32926; AID 588358; binding (percent of control), % at 10 µM; 0.48% of 310,000 active; DSG3-coupled beads, scFv-anti-DSG3-GFP binding, flow cytometry; active compounds read low;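 active = binding more than 3 SD below its plate's average and above zero; inconclusive = below that plate limit but binding exactly zero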;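 also: hits lower antibody fragment binding to DSG3; some compounds called inactive have numbers as strong as hits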
RTF Ca sens act: cardiac RTF calcium sensitization | activation, % at 7.2 µM | P19429+P45379 | 0.24% of 340,000 active | AID 493008 | IANBD-labeled TnC RTF fluorescence at EC20 calcium; 0% EC20 calcium, 100% full calcium;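 active = activation above the mean over all tested compounds plus 3 SD, cut at about 30% in these data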;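 also: rise in fluorescence read as greater calcium sensitivity of cardiac thin filaments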
MOR-DOR inv ag: inverse agonist of human OPRM1-OPRD1 heterodimerization; P35372+P41143; cell-based MOR-DOR heterodimer luminescence, inverse agonism; inhibition, % at 9.3 µM; 0.21% of 340,000 active; AID 504357; in the data active = inhibition above about 22%, passing the limit was not always enough;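 also: 0% = cells with DMSO and 100% = wells without cells with DMSO; values of inactives mirror those of a sister screen read the other way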
Arrestin-AP2 inh: blocks beta-arrestin peptide binding to AP2 adaptin; FITC-arrestin peptide / GST-AP2 beads, flow cytometry; AP2 beta2 appendage carries R879A mutation; inhibition, % at 10 µM; 0.31% of 340,000 active;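 active = inhibition above a set limit, near 3 SD of compounds lacking own fluorescence, cut at about 54% in these data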;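 also: plate controls were DMSO wells for no effect and 5 µM unlabelled arrestin peptide for full effect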
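Test system: GST-tagged AP2 beta2-adaptin appendage (R879A) on 4 µm glutathione beads; also added: fluorescein-tagged arrestin peptide at 50 nM final; timing: 12 min plus 1 h, RT; signal: flow cytometry, FL1 (488/535 nm); read-out: percent drop in bead-associated FITC signal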
V-ATPase pH: regulators of yeast V-ATPase proton transport. S. cerevisiae, pHLuorin cytosolic pH fluorescence. response, % at 10 µM. 0.37% of 350,000 active. AID 504577; in the data active = response mostly above about 7.3%, no sharp cut-off; inactive = mostly below about 5.4%; also: actives read high; inactives centre near 0; some compounds called inactive have numbers as strong as hits; reference of the scale not given here
C-LANA FP: blocks KSHV LANA C-terminal domain binding to DNA. MBP-C-LANA/FAM-LBS DNA binding, fluorescence polarization. AID 504423. 0.078% of 340,000 active. inhibition, % at 9 µM;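 active = highest replicate inhibition at or above 60% at 9 µM, even if other replicates fall short; inactive = all replicates below 60% inhibition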;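 also: 0% = neutral control wells and 100% = 4 µM acridine orange control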
Keap1-Nrf2 PPI: disrupts human Keap1 binding to Nrf2 peptide; Q14145; inhibition, % at 9.4 µM; 0.15% of 340,000 active; AID 504523; Keap1 Kelch-Nrf2 peptide fluorescence polarization, 1536-well; in the data active = inhibition above about 12%; inconclusive = no clear call, values can overlap the other calls; inactive = below about 7.3%;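 also: human Keap1 Kelch domain with fluorescein labeled Nrf2 9mer peptide probe; 0% = neutral control wells and 100% = peptide positive control; higher means more block of Keap1 binding to Nrf2 peptide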
An asterisk follows results filed as active; u = inconclusive; x = no result given.

SMILES	Wnt bcat act	RTF Ca sens inh	OPRM1-OPRD1 ag	Pemphigus Ab inh	RTF Ca sens act	MOR-DOR inv ag	Arrestin-AP2 inh	V-ATPase pH	C-LANA FP	Keap1-Nrf2 PPI
C=CCC1(Cl)C(=O)C(Cl)=C(N2CCN(C)CC2)C1(OC)OC (centres undefined)	-1	-3	-4.3	x	-5	21	-11	0	0.3	-3
CCOC(=O)CNC(=O)C(Cc1ccccc1)NS(=O)(=O)c1cccs1 (centres undefined)	-1	9	0.0	x	-2	0	16	2	2.2	-1
COc1nc(Cl)cn(-c2ccc(Cl)cc2)c1=O	0	-1	-0.9	97	-5	6	-6	-3	-0.2	-5
O=C(NCc1cccc(Cl)c1)c1ccc2c(c1)SC1=NS(=O)(=O)CCN12	u	2	0.3	96	0	-2	3	0	0.7	-2
NC(=O)/C(=C/c1cccnc1)NC(=O)c1ccccc1	1	1	-4.5	91	0	23	37	1	0.7	2
COC(=O)[C@]1(C)N[C@H](CN(C)S(=O)(=O)c2ccc(OC(F)(F)F)cc2)[C@@H]2C(=O)N(Cc3ccccc3)C(=O)[C@@H]21	-3	-5	-1.8	101	-6	9	1	3	0.6	-6
Cc1ccc(C(C)C)cc1OCC(=O)Nc1nnc(C2CC2)s1	-2	1	3.1	129	-2	-16	4	-2	-0.6	-5
COc1cc(C2C3C(=O)N(Cc4ccccc4)C(=O)C3ON2c2ccccc2)cc(OC)c1O (centres undefined)	-1	-3	-1.7	100	-4	7	10	-1	0.5	-3
CCOc1ccc(C2NC(=O)NC(c3ccccc3)=C2C(C)=O)cc1OC (centres undefined)	-1	0	-3.0	111	-1	16	-17	-2	-0.3	5
COc1ccc(OC)c(S(=O)(=O)N2CCCC2C(=O)N2CCc3ccccc3C2)c1 (centres undefined)	0	-2	1.6	88	-2	-12	-2	-4	-1.1	-4
COc1ccccc1CNS(=O)(=O)c1ccc(C)cc1	-4	-21	-3.6	105	-6	19	24	-5	1.1	1
CNC(=O)NC(=O)COc1c(F)c(F)cc(F)c1F	5	-9	-4.0	90	-1	21	28	-2	-0.2	3

Grouped by structure: the entries above with two or more sulfur atoms
SMILES	Wnt bcat act	RTF Ca sens inh	OPRM1-OPRD1 ag	Pemphigus Ab inh	RTF Ca sens act	MOR-DOR inv ag	Arrestin-AP2 inh	V-ATPase pH	C-LANA FP	Keap1-Nrf2 PPI
CCOC(=O)CNC(=O)C(Cc1ccccc1)NS(=O)(=O)c1cccs1 (centres undefined)	-1	9	0.0	x	-2	0	16	2	2.2	-1
O=C(NCc1cccc(Cl)c1)c1ccc2c(c1)SC1=NS(=O)(=O)CCN12	u	2	0.3	96	0	-2	3	0	0.7	-2

(continued)
SMILES	Wnt bcat act	RTF Ca sens inh	OPRM1-OPRD1 ag	Pemphigus Ab inh	RTF Ca sens act	MOR-DOR inv ag	Arrestin-AP2 inh	V-ATPase pH	C-LANA FP	Keap1-Nrf2 PPI
Cc1cccc(Nc2nnc(SCC(=O)NCC3CCCO3)s2)c1 (centres undefined)	5	7	-0.8	96	-5	4	-3	-1	-4.9	-3
COc1ccc2c(c1)[C@H]1[C@H](CO2)[C@H](c2ccccc2)[C@]2(C)C(=O)Nc3cc(F)ccc3C(=O)N12	-4	-3	-2.2	102	-10	12	0	1	1.7	-3
Cc1ccccc1NC(=O)c1cc2c(=O)n3cccc(C)c3nc2s1	-1	-10	-3.5	104	0	19	-1	5	2.7	-4
O=C(CCCN1C(=O)/C(=C\c2cccs2)SC1=S)Nc1cc([N+](=O)[O-])ccc1O	2	5	-1.3	x	-5	7	18	3	-2.5	-2
O=[N+]([O-])c1ccc(N=Nc2c(Cl)cc(O)cc2Cl)cc1	-16	7	13	98	-2	-60	-8	-6	-1.1	0
O=C(O)Cc1ccc(S(=O)(=O)N2CCCC2)s1	-1	-4	0.1	120	-9	0	40	-5	14	6
O=C(NCc1ccc2c(c1)OCO2)c1cc2ncc(Br)cn2n1	x	-3	-1.5	79	-2	7	-7	-3	0.8	1
COc1cc(S(=O)(=O)NCc2ccncc2)c(OC)cc1C	-3	-3	0.5	96	-1	-3	11	-3	1.3	1
COC(=O)Cn1c2ccccc2c2nc(C)sc21	x	-6	-0.5	101	-7	3	2	7	0.9	1
O=C(CNC(=O)c1ccccc1F)NCCc1ccc(Cl)cc1	-2	-10	0.9	103	3	-7	-4	1	-2.0	4
COC(=O)NC(NC(=S)Nc1ccc([N+](=O)[O-])cc1)C(Cl)(Cl)Cl (centres undefined)	0	8	-0.8	90	-3	4	7	1	-0.5	4
CN(C)C(=O)Nc1ccccc1	0	-8	-2.9	97	-1	15	29	0	1.3	-1
Cc1cccc(N2CCN(C(=O)c3ccc(-n4cncn4)c([N+](=O)[O-])c3)CC2)c1C	-4	0	1.4	105	-2	-6	-1	0	0.8	0
COC(=O)c1cc(NS(=O)(=O)c2ccc(OC)c(OC)c2)ccc1Cl	x	-38	-2.1	107	0	11	7	3	-1.3	-2
O=C(Cn1[nH]c(=O)c2ccccc2c1=O)OCC(=O)c1ccc(F)c(F)c1	-3	-3	-3.3	99	1	17	0	1	-0.2	0
CC(C)OC(=O)CSc1nc(N)c(C#N)cc1C#N	3	2	0.3	101	-4	-2	16	-1	0.7	-1
CC1(C)C(=O)Nc2ccccc2N1C(=O)COc1cc(Cl)ccc1Cl	-1	-7	3.5	104	-3	-14	14	-2	-0.8	-2
O=C(COc1ccc(Cl)cc1)Nc1cccc(-c2ccc3nncn3n2)c1	-3	-4	-2.4	102	-5	13	2	3	-0.5	6
COC(=O)Nc1sc(C(=O)N(C)C)c(C)c1C(=O)OC	x	-8	-0.7	100	1	4	-1	-3	-2.2	1
Cc1ccccc1NC(=O)N1C2CCC1CC(O)(c1cccnc1)C2 (centres undefined)	x	-15	-2.0	97	-1	12	6	-3	-1.9	5
O=C(O)CN1C(=O)CNC1=O	-6	-2	-2.7	79	-1	15	3	-3	0.3	-1
Cc1ccccc1NC(=O)C(C)OC(=O)c1ccccc1C(=O)N(C)c1ccccc1 (centres undefined)	-5	-14	-1.5	102	0	8	-10	3	0.4	-3
Cc1ccc(-c2nc(NC(=O)CSc3nnc(C)s3)ns2)cc1	5	-3	-2.3	108	9	11	26	3	-6.2	0
COc1ccc(Oc2cc(C)c3cccc(C)c3n2)cc1	-2	-1	2.0	104	-8	-8	2	4	0.3	-4
O=CNc1cc2c(cc1Br)-c1ccccc1C2O (centres undefined)	-2	-4	-1.3	95	-6	7	0	3	1.1	-4
O=C(N/C(=C\c1cccs1)C(=O)N1CCOCC1)c1ccco1	-4	4	-0.5	91	4	4	-1	2	0.4	3
Cc1cccc(C)c1NC(=O)COC(=O)c1c(C)nn(-c2ccccc2)c1C	2	-4	-0.3	101	5	1	-1	6	1.2	-5
CNC(=O)c1cn2c3c(ccc(Cl)c3c1=O)OC(C)C2 (centres undefined)	0	-7	-3.1	100	0	16	-5	2	2.8	4
Cc1cc(C)nc(SCC(=O)Nc2ccc(N3CCOCC3)c(Cl)c2)n1	-1	6	-2.8	101	-2	12	-2	-1	-0.6	1
CC(=O)Nc1ccc2c(CSc3nnc(N)s3)cc(=O)oc2c1	0	1	-3.7	88	-3	19	31	1	1.1	-1
COc1cccc(C(=O)/C=C/Nc2ccc(S(=O)(=O)Nc3onc(C)c3C)cc2)c1	0	6	-4.0	102	-6	20	5	-1	3.8	-2
O=C(NCCc1ccc(F)cc1)C(=O)NCC1CCCN1S(=O)(=O)c1ccccc1 (centres undefined)	-8	-6	-0.1	101	-1	1	27	8	-0.5	1
CN1CCCC(CC2c3ccccc3Sc3ccccc32)C1 (centres undefined)	-1	5	-0.4	117	-3	2	2	2	-0.2	2
COC(=O)c1cc(COc2ccc3ccc(=O)oc3c2)c(C)o1	1	7	-1.9	x	2	12	11	-7	-2.3	-6
CNC(=O)/C(C#N)=C/c1cc(C)n(-c2ccc(N3CCOCC3)cc2)c1C	1	0	-3.6	x	-3	18	-2	2	1.7	6
Cc1ccsc1/C=N/NS(=O)(=O)c1ccc([N+](=O)[O-])cc1	29	7	-1.1	x	11	5	5	-2	-0.9	-6
Cc1cc(OCc2nnc(SC(C)C(=O)O)n2-c2ccccc2)ccc1Cl (centres undefined)	-1	-7	-1.6	99	-5	8	3	-3	-0.3	-1
Cc1cc(C)c(C(=O)/C=C/c2ccc3c(c2)OCO3)c(=O)[nH]1	0	-24	-1.0	103	11	6	2	-1	-1.3	-6
S=C1NCCN1CC1CCN(CCC23CC4CC(CC(C4)C2)C3)CC1	3	-5	-0.5	104	-4	2	-15	-1	0.2	3
CCNC(=O)Nc1cc2nc(C)n(Cc3ccc(Br)cc3)c2nc1C	0	0	-1.6	x	-6	7	9	-5	-1.5	-6
Cc1ccccc1OCc1nnc(SCC(=O)Nc2ccc3c(c2)oc2ccccc23)n1C	x	6	-0.8	107	-2	4	6	-1	-1.2	1
c1ccc(Oc2cc(-n3cccn3)ncn2)cc1	x	2	-1.8	102	-4	10	7	2	1.2	0
COc1ccc(C(=O)Nc2cc(C(=O)NCCc3ccccc3)ccc2Cl)cc1	9	0	1.1	97	-4	-6	-4	1	0.7	-2
CCOc1ccc(-n2cc(-c3ccccc3)c3c(=O)[nH]cnc32)cc1	-3	-3	-0.2	96	-3	1	-4	-1	-0.9	7
Cc1ccc(CN2C(=O)C(C)Nc3ncnc(N4CCN(c5ccccn5)CC4)c32)cc1 (centres undefined)	-8	-5	-12	106	3	55*	36	7	1.2	-9
CN(Cc1ccccc1)C(=O)Cn1cccc1C(=O)c1ccccc1	2	0	-2.1	x	2	11	-14	1	-0.1	-7
Cc1ccc2cc(C#N)c(N3CCCN(C(=S)NCCCN(C)C)CC3)nc2c1	-3	-5	-0.9	110	-1	5	6	6	-0.8	-1
COc1cccc(N2CCN(C(=O)c3cc4cc(Cl)ccc4[nH]3)CC2)c1	5	1	5.0	99	-5	-23	-3	-2	1.0	1
CN1CCN(CCCNC(=O)CN2C(=O)COc3ccccc32)CC1	1	4	1.3	x	-2	-10	-10	0	-0.9	-6
O=C1CN(C(=O)COC(=O)CNS(=O)(=O)/C=C/c2ccccc2)c2ccccc2N1	1	-6	-2.5	95	-5	13	10	-1	-0.4	-7
COc1cccc(NC(=O)COc2ccc(S(=O)(=O)NC(C)C)cc2)c1	x	-3	-0.5	x	-9	2	0	1	2.4	2
COc1ccc(NS(=O)(=O)c2ccc3oc4ccccc4c3c2)cn1	2	5	11	102	-5	-71	12	2	1.3	3
COc1ccc(-c2nnc(SCC(=O)Nc3cc(C)on3)n2N)cc1OC	2	-8	-2.2	x	-2	11	21	0	3.0	-4
O=C(c1cc(-c2ccccc2)on1)N1CCN(C(=O)c2ccco2)CC1	-1	-13	-0.5	100	-4	3	-5	0	1.9	-2
Cc1cc(C)n(CCN(C)c2nc3nonc3nc2N2CCCCC2)n1	0	-2	-1.6	x	7	7	15	1	0.6	-10
COc1cc2ccccc2cc1C(=O)Nc1ccc(S(=O)(=O)Nc2cc(C)on2)cc1	x	-9	-1.1	97	4	6	-3	1	1.1	1

Screening results deposited in PubChem BioAssay by several laboratories.
